S-ASM inh = inhibitors of human secretory acid sphingomyelinase; P17405; placental ASM, HMU-PC fluorogenic substrate, 60 min; Potency, µM (series often up to 57.5 µM), inactives show top-dose activity change, negative = inhibition, usual class: inhibitors; actives 0.006% (n = 340,000); AID 504937; also: potency is read from the fitted curve at half-maximal effect
Target sequence (P17405 47-631 limits assumed): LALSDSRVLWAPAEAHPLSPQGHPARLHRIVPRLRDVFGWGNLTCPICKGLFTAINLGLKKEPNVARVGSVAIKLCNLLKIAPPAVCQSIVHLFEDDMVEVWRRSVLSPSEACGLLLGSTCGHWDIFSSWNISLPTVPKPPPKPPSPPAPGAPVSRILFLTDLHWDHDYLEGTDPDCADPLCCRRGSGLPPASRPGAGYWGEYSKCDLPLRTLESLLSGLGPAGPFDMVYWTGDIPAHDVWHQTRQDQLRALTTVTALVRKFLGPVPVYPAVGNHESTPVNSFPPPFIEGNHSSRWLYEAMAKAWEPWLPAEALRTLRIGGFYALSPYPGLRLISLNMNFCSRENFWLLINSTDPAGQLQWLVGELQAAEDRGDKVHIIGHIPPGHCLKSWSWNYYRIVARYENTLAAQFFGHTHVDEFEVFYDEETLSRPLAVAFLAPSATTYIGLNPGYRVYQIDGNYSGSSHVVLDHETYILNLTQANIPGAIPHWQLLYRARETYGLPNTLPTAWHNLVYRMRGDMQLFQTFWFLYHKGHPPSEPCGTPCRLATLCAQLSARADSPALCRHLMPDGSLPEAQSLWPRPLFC
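Human placenta-derived ASM preincubated with compound 10 min at room temperature, then reacted with 9 uM (final) fluorogenic HMU-PC substrate for 60 min at 37 C. Stop solution raises pH to 10; fluorescence read at Ex 386/Em 447 nm.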
TCR act = activators of T cell receptors; primary human leukocytes, anti-CD3, IL-2 HTRF, 48 h; Potency, µM (doses to about 9.22 µM), for inactives: at the highest dose activation of IL-2 secretion, most hits filed as activators; 330,000 tested, under 10 active; also: % of control where 0% means no effect
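Using a-CD3 beads without co-stimulation, primary human leukocytes were exposed to compounds for 48 hr. An HTRF IL-2 kit measured the cytokine, with europium-to-d2 energy transfer producing emission at 665nm upon 320nm excitation.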
a7 integrin act = activates integrin-mediated alleviation for muscular dystrophy; AID 624291; alpha7betagal myoblasts, beta-gal FDG fluorescence, 48 h; actives 0.064% (n = 350,000); Potency, µM (series often up to 38.3 µM), for inactives: at the highest dose activation, usual class: activators;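 also: potency is read from the fitted curve at half-maximal effect; 100% = response of the positive control SU9516; nearly all actives have a fitted effect of over 60% in size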
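alpha7betagal+/- myoblasts (passage 13, 250/well) treated 48 h at 37C with compounds at 1:260 dilution of DMSO stock. Lysed, then beta-galactosidase activity read as FDG fluorescence (ex 480/em 540) after 30 min, with pre-read for autofluorescence.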
Menin-MLL TR inh = inhibitors of human menin-MLL interaction, mutant MLL peptide; Menin + Texas Red MLL mutant peptide, fluorescence polarization; Potency, µM (highest dose often 61.6 µM), without a hit: at the highest dose FP activity change, negative = inhibition, usual class: inhibitors; O00255; actives 0.23% (n = 270,000); AID 1768; active = well fitted inhibition curve with a large enough effect in the polarisation, with a control signal flat, not every such curve was filed as active; inconclusive = small, poorly fitted or top-dose-only effect, or effect the other way, or a change in a side signal; inactive = no such curve, though single readings can be large or run the other way; the % refers to the polarisation; also: potency is read from the fitted curve at half-maximal effect; % of control where 0% means no effect; many of its hits are not listed in these tables
A-T KAP1 phos = potential ataxia-telangiectasia treatment | Potency, µM (highest dose often 57.5 µM), for inactives: top-dose activation, most hits filed as activators | […] A-T fibroblasts, KAP-1 phosphorylation AlphaLISA; neocarzinostatin DNA damage 30 min before lysis | actives 0.19% (n = 320,000); also: potency is read from the fitted curve at half-maximal effect; % of control where 0% means no effect; nearly all actives have a fitted effect of over 45% in size
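hTERT-immortalized A-T patient fibroblasts ([…]), 500 cells/well in OPTI-MEM, 1% FBS, got compounds for 60 min, then NCS for 30 min at 37C. Lysates were then assayed for phospho-KAP-1 by AlphaLISA (anti-pKAP1 donor, anti-KAP1 acceptor beads), 6 hr at 25C.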
Mito fusion act = inhibitors of mitochondrial division or activators of mitochondrial fusion. S. cerevisiae fusion-defective mutant growth rescue, CellTiterGlo 48 h. Potency, µM (titrated, usually from 46.1 µM), for inactives: at the top dose growth rescue (activation), hits mostly activators. actives 0.23% (n = 320,000). AID 485298;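 also: potency is read from the fitted curve at half-maximal effect; % of control where 0% means no effect; nearly all actives have a fitted effect of over 45% in size; temperature-sensitive fusion mutants such as fzo1-1 at 37 °C on non-fermentable ethanol glycerol medium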
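S. cerevisiae fusion-defective temperature-sensitive mutants (e.g. fzo1-1, mgm1-5) grown 48 h at 37C in YPEG (ethanol/glycerol non-fermentable) medium with 23 nl compound per well; growth rescue read as CellTiterGlo luminescence.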
TSHR antag = antagonists of human thyroid stimulating hormone receptor; P16473; TSHR-expressing cells, TSH-stimulated cAMP HTRF, 2 h; active compounds read low; activity change, negative = inhibition, % at 11.5 µM; actives 0.2% (n = 330,000); AID 504810;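 active = activity change below a set negative limit, meaning inhibition stronger than a set level, cut at about -70% in these data; inconclusive = activity change between two set negative limits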; also: % is scaled to controls: 0 for no effect and ±100 for the full control effect
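TSHR-expressing cells were treated with compounds, then stimulated with TSH at EC80 (4nM final) for 2 hours at 37 deg C. Cellular cAMP was measured by HTRF competition between lysate cAMP and cAMP-d2 for a cryptate-labelled anti-cAMP antibody.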
MBNL1-CUG inh = blocks human MBNL1 binding to CUG repeat RNA. Q9NR56. actives 0.036% (n = 280,000). TR-FRET MBNL1-His/biotin-(CUG)12 binding, 665/545 ratio. AID 2675. Potency, µM (top dose mostly 57.5 µM), for the others: at the highest dose activity change, negative = inhibition, hits mostly inhibitors; active = well fitted inhibition curve with a large enough effect in the signal ratio, with a control signal flat, not every such curve was filed as active; inconclusive = small, poorly fitted or top-dose-only effect, or effect the other way, or a change in a side signal; inactive = no such curve, though single readings can be large or run the other way; the % refers to the signal ratio; also: potency is read from the fitted curve at half-maximal effect; % is scaled to controls: 0 for no effect and ±100 for the full control effect
Target sequence (Q9NR56 whole entry, looked up): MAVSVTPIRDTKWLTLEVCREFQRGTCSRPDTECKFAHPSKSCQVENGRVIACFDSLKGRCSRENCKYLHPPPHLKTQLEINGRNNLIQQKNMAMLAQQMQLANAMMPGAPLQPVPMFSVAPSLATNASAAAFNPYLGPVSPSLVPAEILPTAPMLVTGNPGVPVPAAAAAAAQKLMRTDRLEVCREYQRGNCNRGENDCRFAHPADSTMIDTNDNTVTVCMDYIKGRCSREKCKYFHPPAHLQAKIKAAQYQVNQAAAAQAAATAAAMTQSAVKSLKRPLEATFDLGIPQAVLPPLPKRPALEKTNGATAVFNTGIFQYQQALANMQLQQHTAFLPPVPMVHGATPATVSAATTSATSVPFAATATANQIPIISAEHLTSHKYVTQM
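TR-FRET readout: Ex 340 nm, 665/545 nm emission ratio, normalized to buffer-only (basal) and MBNL1-(CUG)12 controls. Complex of MBNL1-His with Biotin-(CUG)12, compounds 92 nM–58 uM, incubated 60 min at room temperature.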
MLL CXXC-DNA inh = blocks binding of human MLL CXXC domain to DNA; Q03164; MLL-CXXC / FITC-HOXA9 DNA fluorescence polarization; Potency, µM (series often up to 115 µM), without a hit: top-dose activity change, negative = inhibition, most hits filed as inhibitors; actives 0.037% (n = 290,000); AID 2662; active = well fitted inhibition curve with a large enough effect in the polarisation, with a control signal flat, not every such curve was filed as active; inconclusive = small, poorly fitted or top-dose-only effect, or effect the other way, or a change in a side signal; inactive = no such curve, though single readings can be large or run the other way; the % refers to the polarisation; also: potency is read from the fitted curve at half-maximal effect
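Fluorescence polarization: 7 uM MLL-CXXC (stock) preincubated 5 min with compounds, then 50 nM fluorescein-HOX-A9 DNA (stock) added; 30 min ambient. Buffer 50 mM Tris-HCl pH 7.5, 50 mM NaCl, 1 mM DTT, 0.05% BSA.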
PTAP TSG101 blk = blocks PTAP/TSG101 interaction to inhibit HIV-1 budding. Q99816. Fluorescence polarization, FITC-PTAP peptide / Tsg101 binding. Potency, µM (top dose mostly 115 µM), for the others: top-dose activity change, negative = inhibition, actives largely listed as inhibitors. 340,000 tested, under 10 active. AID 493005; active = well fitted inhibition curve with a large enough effect in the main read-out, with a control signal flat, not every such curve was filed as active; inconclusive = small, poorly fitted or top-dose-only effect, or effect the other way, or a change in a side signal; inactive = no such curve, though single readings can be large or run the other way; also: potency is read from the fitted curve at half-maximal effect; % of control where 0% means no effect
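Tsg101 binding domain (10 uM final) was mixed with compound and a FITC-labeled PTAP peptide (50 nM final) in HEPES pH 7.5 buffer with NaCl, Tween 20, EDTA and TCEP; fluorescence polarization was read after 20 min at r.t.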
Starred values were filed as active, the others as inactive; ? = inconclusive; · = not tested or not shown; [ ] = another dose, or the depositor's remark. Unless noted, calls follow the shape of the dose curve; as a rule, active = well fitted curve in the direction sought with a large enough effect; inconclusive = small, poorly fitted or top-dose-only effect, or another doubt; inactive = no such curve, though single readings can be large; an effect the other way counts as inactive or inconclusive.

SMILES	S-ASM inh	TCR act	a7 integrin act	Menin-MLL TR inh	A-T KAP1 phos	Mito fusion act	TSHR antag	MBNL1-CUG inh	MLL CXXC-DNA inh	PTAP TSG101 blk
CCCC(=O)Nc1cc(OC)c(OC)cc1C(=O)O	0.9%	2.2%	-17.0%	-0.1%	·	-3.7%	·	3.0%	-4.2%	-5.9%
CN1CCC(NC(=O)NC2CCCCC2)CC1	2.6%	0.1%	?	·	-8.9%	-0.9%	-3.7	12.2%	-8.8%	-5.8%
O=C(O)COc1ccccc1/C=N/n1c(C2CCCCC2)n[nH]c1=S	2.3%	-7.0%	0.0%	-0.9%	-7.3%	5.2%	-3.5	-4.0%	5.0%	-5.3%
COC(=O)c1sccc1NC(=S)N1CC(C)CC(C)C1 (stereo not drawn)	-1.9%	-1.6%	0.3%	-3.6%	5.1%	5.7%	-5.0	9.0%	-9.5%	-4.3%
COC(=O)c1cc(=O)n2c(-c3ccccc3)csc2n1	0.5%	-3.0%	-6.2%	0.4%	10.5%	3.4%	-8.2	9.2%	-1.6%	-3.8%
CSCC[C@H](NC(=O)c1cccc(S(=O)(=O)N2CCCCC2)c1)c1nc2ccccc2[nH]1	-1.7%	4.8%	0.0%	·	19.0%	·	11.4	·	·	-4.0%
CCn1c(SCC(=O)Nc2cc(C)on2)nc2c([nH]c3ccccc32)c1=O	1.9%	-24.8%	14.2%	·	-1.2%	-0.6%	50.0	0.0%	-1.5%	3.6%
Cn1c(=O)c(=O)n(C)c2cc(S(=O)(=O)CCC(=O)NCc3ccccc3)ccc21	4.8%	-5.8%	-10.4%	-14.7%	5.3%	0.0%	8.2	12.5%	·	1.6%
CC(=O)N(\C=C/C=C/C=C1\Sc2ccccc2C1=O)c1ccccc1	-11.2%	11.0%	-71.6%[inhibitor]	?	-0.7%	5.6%	2.0	8.0%	63.1%[activator]	-9.4%
CCOC(=O)Cc1c(C)nc2c(-c3cccc(Br)c3)cnn2c1C	8.1%	-2.7%[46.1 µM]	9.1%	5.6%	6.4%	-2.3%	-7.6	·	1.6%	-6.0%
Cc1ccc(-c2nn(CC(=O)O)c(=O)c3ccccc23)cc1	4.4%	0.2%[46.1 µM]	6.9%	2.1%	1.7%	2.4%	4.1	-13.0%	0.5%	-5.6%
Cc1ccc(-n2c(CSc3nc(C)cc(C)n3)nnc2SCC(=O)Nc2nccs2)cc1	3.9%	-2.7%	6.6%	·	-9.9%	0.0%	10.2	-15.0%	-3.8%	3.1%
O=C(O)c1cc(NS(=O)(=O)c2cccc3ccccc23)ccc1O	16.1%	-9.3%	1.5%	4.2%	-4.3%	·	9.5	0.2%	13.0%	-11.3%
CN(C)C(=O)CSCc1c(Cl)cccc1Cl	5.4%	-6.8%	10.8%	·	0.3%	-1.5%	-5.7	-4.8%	4.5%	-1.7%
CCOC(=O)Cc1ncccc1C(=O)Nc1ccc(Oc2ccccc2)cc1	-3.2%	-1.7%	0.9%	-1.3%	4.6%	11.5%	32.8	?	1.6%	-0.5%
CC(C)(C)C1CCC(N2CCN(c3ccccc3)CC2)CC1 (stereo not drawn)	-0.3%	·	-45.6%	-24.4%	1.8%	-10.7%	-8.5	2.5%	-9.1%	2.5%
O=[N+]([O-])c1ccc(S(=O)(=O)Nc2ccncc2)cc1	-4.3%	·	22.8%	15.8%	10.1%	1.7%	-4.0	?	0.9%	0.5%
O=C(N/N=C\c1ccco1)c1cncc(Br)c1	·	-3.1%[46.1 µM]	·	-1.7%	-7.1%	-4.4%	19.1	24.2%	3.3%	·
CC1(C)CC(=O)C2=C(C1)NC(SCC(N)=O)=C(C#N)C21CCCCC1	64.8%[activator]	4.4%	-9.2%	9.9%	0.9%	1.3%	-2.4	-9.5%	-5.6%	-9.1%
O=C1CC(c2ccco2)Cc2nc(N3CCc4ccccc4C3)ncc21 (stereo not drawn)	-11.8%	-1.0%	-6.4%	9.3%	9.9%	7.0%	-15.9	1.3%	2.4%	-1.4%
O=C1CCN(Cc2ccccc2)C=C1c1ccc(C(F)(F)F)cc1	-8.3%	1.4%	2.4%	·	14.8%	·	1.6	·	·	1.2%
COc1ccc2cc3c(N)nn(C(=O)Cc4c[nH]c5ccccc45)c3nc2c1	?	-0.4%	-52.9%[inhibitor]	·	-10.3%	2.6%	-9.3	?	8.1%	-1.0%
O=C(NC1CCCN(Cc2ccccc2F)C1)C1CCC1 (stereo not drawn)	3.0%	3.9%	-27.9%	12.2%	2.0%	3.3%	-3.7	-4.9%	0.0%	5.1%
CCC(C)NC(=O)[C@@H]1CCCN1C(=O)C1CCN(S(=O)(=O)c2ccc(C)cc2)CC1 (stereo partly drawn)	0.0%	3.0%	1.6%	·	-26.3%	1.6%	25.3	-2.8%	-5.9%	-6.6%
CCCn1c(=O)c2ccccc2n2c(SCCOc3ccccc3F)nnc12	-1.8%	-2.0%	-5.7%	-7.4%	0.4%	23.5%	-15.6	-2.0%	0.1%	-5.9%
More results follow.
SMILES	S-ASM inh	TCR act	a7 integrin act	Menin-MLL TR inh	A-T KAP1 phos	Mito fusion act	TSHR antag	MBNL1-CUG inh	MLL CXXC-DNA inh	PTAP TSG101 blk
O=C(N/N=C/c1cccs1)c1ccc(-n2cccc2)cc1	-0.8%	-1.4%	-2.9%	?	10.8%	3.6%	12.0	19.5%	2.0%	-0.5%
COc1ccc(CN(C)C(=O)c2ccc3ccccc3n2)cc1F	1.5%	7.3%	-2.9%	·	4.5%	-0.2%	16.4	-6.0%	4.9%	-3.0%
Cc1ccc(NS(=O)(=O)c2cc3c4c(c2)CC(=O)N4CCC3)cc1C	-0.9%	-1.1%	26.0%	·	1.9%	9.4%	-6.2	0.2%	0.8%	-2.0%
O=C1CCc2cc(S(=O)(=O)N3CCN(c4cccc(Cl)c4)CC3)ccc2N1	-0.9%	4.4%	-12.7%	-5.0%	-2.5%	2.3%	1.4	-6.7%	-1.8%	-5.3%
CC(=O)Nc1ccc(NS(=O)(=O)c2cccc3ccccc23)cc1	-3.1%	-4.9%	-8.4%	10.5%	6.8%	-0.7%	11.3	16.1%	-1.8%	-2.7%
CC1(NC(=O)C23CC4CC(CC(C4)C2)C3)CCS(=O)(=O)C1 (stereo not drawn)	1.7%	·	-5.9%	-3.4%	5.4%	2.9%	-0.7	4.9%	-17.1%	-0.6%
CC(C)CNS(=O)(=O)c1ccc(CCC(=O)N2CCOCC2)cc1	2.7%	-8.0%	-0.6%	-0.2%	-6.3%	-4.1%	15.2	-4.7%	-4.6%	-2.9%
O=C(NCCN1CCOCC1)C(Sc1ccccc1)c1ccccc1 (stereo not drawn)	4.4%	-5.5%	-20.0%	·	1.1%	-2.6%	4.7	·	0.8%	-0.4%
On1c(-c2ccc(Cl)cc2Cl)nc2ncccc21	-2.1%	1.6%	2.0%	11.8%	-22.9%	7.7%	8.6	-5.7%	26.4%	-3.7%
O=C(COC(=O)c1ccco1)Nc1ccc2[nH]c(=O)[nH]c2c1	-1.9%	-7.1%	3.9%	·	2.7%	-6.7%	62.9	·	·	-6.2%
CCn1nnnc1SCC(=O)Nc1ccc(N(C)C)cc1	1.8%	-0.8%	5.9%	5.6%	-5.5%	-1.1%	-22.4	-2.6%	9.2%	-1.8%
O=C(COC(=O)c1ccc(S(=O)(=O)N2CCCC2)cc1)NCc1cccs1	0.5%	6.9%	33.6%	19.4%	-0.7%	1.7%	-12.6	5.0%	8.6%	-7.8%
CCOC(=O)c1nn(-c2ccccc2)c2nnc(Cc3ccc(Cl)cc3)c(=O)n12	-4.0%	0.6%[46.1 µM]	6.3%	-3.7%	0.8%	-8.9%	-2.5	4.5%[11.5 µM]	1.4%	0.5%
Cc1nnc(NC(=O)CSc2nc3[nH]ncc3c(=O)[nH]2)s1	1.9%	-6.7%	-7.0%	5.2%	-0.3%	-3.2%	5.5	-2.9%	-3.9%	-4.5%
O=C(Cc1cccc(NC(=O)C2CCCN(C(=O)C3CCC3)C2)c1)Nc1ccc(C(=O)N2CCCCC2)cc1 (stereo not drawn)	-3.4%	0.6%	11.3%	·	·	·	·	·	·	-5.7%
CC(OC(=O)CCc1nc2ccccc2c(=O)[nH]1)C(=O)c1ccc(C(C)(C)C)cc1 (stereo not drawn)	-14.0%	-2.7%[46.1 µM]	3.9%	-14.2%	·	0.8%	-3.6	-15.3%	-11.6%	18.9%

Source: PubChem BioAssay

This is a subset (hit frequency here may not be typical).
